NR2E3 ag-1 – agonists of human NR2E3 nuclear receptor. CHO-S Gal4-NCOR/VP16-NR2E3 two-hybrid, luciferase. 0.35% of 360,000 active. inhibition of corepressor binding, % at 3.98 µM. Q9Y5X4. AID 602229;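 active = inhibition above the mean of all tested compounds plus 3 SD, cut at about 70% in these data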;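 also: 0% = DMSO with NR2E3 transfected cells and 100% = cells lacking NR2E3 construct; higher means lower luciferase signal from less NR2E3 corepressor binding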
Target sequence (Q9Y5X4 whole entry, looked up, the tested form may be a part): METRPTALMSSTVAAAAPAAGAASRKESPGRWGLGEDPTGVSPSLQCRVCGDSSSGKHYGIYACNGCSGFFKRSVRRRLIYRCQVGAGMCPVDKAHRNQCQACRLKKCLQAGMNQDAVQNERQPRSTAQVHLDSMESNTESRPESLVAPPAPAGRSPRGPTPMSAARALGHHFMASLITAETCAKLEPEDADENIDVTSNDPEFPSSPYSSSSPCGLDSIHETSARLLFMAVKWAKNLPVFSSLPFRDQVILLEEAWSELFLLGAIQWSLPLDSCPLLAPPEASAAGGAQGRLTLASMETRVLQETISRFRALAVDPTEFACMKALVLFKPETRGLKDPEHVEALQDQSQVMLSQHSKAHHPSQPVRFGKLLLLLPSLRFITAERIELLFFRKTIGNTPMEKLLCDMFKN
TWEAK Fn14 block – inhibitors of TWEAK-Fn14 interaction signaling. TWEAK-stimulated Fn14 reporter cells, luciferase luminescence, 8 h. inhibition, % at 10 µM. 2% of 360,000 active; in the data active = inhibition above about 50%
NR2E3 ag-2 – NR2E3 (human) agonism | Q9Y5X4 | GST-NR2E3/biotin-RetCOR TR-FRET, 1536-well | inhibition of corepressor binding, % at 4.78 µM | 0.12% of 320,000 active | AID 2300;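 active = percent inhibition above the cutoff of mean plus 3 SD of all tested compounds, set per screening campaign, cut at about 20% in these data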;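 also: 0% = DMSO wells and 100% = biotin wells as full block of FRET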
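system = GST-tagged NR2E3 plus biotinylated RetCOR corepressor | input = 1.35 nM GST-NR2E3 | also added = 7 nM biotin-RetCOR | schedule = 5 h incubation at 4 °C | measured by = TR-FRET with europium anti-GST and streptavidin-D2, 340 nm excitation | read-out = percent loss of FRET ratio relative to control wells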
Peg3 prom inh – reduces Peg3 promoter-driven luciferase expression in HeLa | AID 588405 | inhibition, % at 20 µM | 1.7% of 360,000 active | HeLa PEG-Prom luciferase reporter, luminescence, overnight;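 active = inhibition of at least 50% at 20 µM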
KKLEB cytotox – CF airway cell cytotoxicity counter-screen; KKLEB CF airway cells viability, ATPlite luminescence, overnight; stronger effect = lower value; cells stimulated with P. aeruginosa culture filtrate; activity change (cytotoxicity), % at 5 µM; 0.36% of 360,000 active; AID 602141;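 active = corrected activity change at or below -50% at 5 µM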
aDG glyco act – alpha-DG glycosylation activation; 0.22% of 360,000 active; activation, % at 10 µM; Pro5-aDG cells, alpha-DG glycosylation AlphaScreen (IIH6); 0% Pro5, 100% B10-LARGE cell signal; AID 624168;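 active = activation of at least 8% versus controls, or a plate z-score of at least 8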;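 also: Pro5 are CHO cells carrying HIG-tagged alpha-DG that lacks glycosylation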
Shn3 3UTR inh – reduces Shn3 3'UTR luciferase signal in osteoblasts. Clone20 osteoblast Shn3 3'UTR firefly luciferase, 24 h. inhibition, % at 12.5 µM. 0.52% of 360,000 active. AID 588674;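 active = mean inhibition of at least 75% with every replicate also reaching 75%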;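 also: 0% = median of neutral control wells and 100% = pilot-screen positive control compound; some compounds past the cut are filed as inactive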
hiPSC survival – hiPSC single-cell survival enhancement; ATPlite luminescence; 100% = ROCK inhibitor wells, 0% = DMSO; survival enhancement, % at 20 µM; AID 602274; 0.044% of 360,000 active; in the data active = survival enhancement above about 18%;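 also: cells exposed to compounds for 16 hours before the ATP read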
HIF-2a inh – inhibitors of HIF-2a; 786-0 RCC cells HIF-2a reporter, luciferase luminescence, overnight; inhibition, % at 18.8 µM; 0.72% of 360,000 active; AID 624352;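 active = inhibition of the luminescence signal of 40% or more relative to plate controls, in a single-dose primary screen at 18.75 µM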
MITF TRPM1 inh – MITF TRPM1 promoter inhibition in SK-MEL-5 cells | inhibition, % at 12.5 µM | SK-MEL-5 TRPM1 promoter luciferase, 24 h | AID 488899 | 0.83% of 330,000 active;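 active = mean inhibition across replicates of 60% or more, whatever share of single replicates reaches that level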; also: values of inactives mirror those of a sister screen read the other way
CF NFkB block – cystic fibrosis NF-kB activation inhibition; AID 588850; inhibition, % at 5 µM; 0.86% of 360,000 active; KKLEB NF-kB-GFP reporter, PAF-induced, GFP fluorescence overnight;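 active = at least 50% inhibition at 5 µM, scaled per plate between neutral and stimulator controls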;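 also: PAF is a Pseudomonas aeruginosa culture filtrate used as stimulus; plate controls were PAF-stimulated DMSO wells for no effect and unstimulated DMSO wells for full effect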
Active calls of the source: *; nt = not tested or not shown.

SMILES	NR2E3 ag-1	TWEAK Fn14 block	NR2E3 ag-2	Peg3 prom inh	KKLEB cytotox	aDG glyco act	Shn3 3UTR inh	hiPSC survival	HIF-2a inh	MITF TRPM1 inh	CF NFkB block
CC(=O)C1=C(O)C(=O)N(c2ccc(Br)cc2)C1c1ccc(Br)cc1 (stereo not given)	7	-14	7	-20	-1	-0.1	11	-0.4	-6	-4	12
Cc1ccc(-c2cc(-c3ccccc3)nc(Cl)n2)cc1	-20	11	-3	-45	-3	0.3	-11	1.2	-96	-3	-7
COc1ccccc1NC(=S)N1CCNC(=O)C1CC(=O)Nc1cccc(C)c1 (stereo not given)	-16	-31	-3	4	-11	-0.1	-2	-0.1	12	-5	4
COc1ccc([C@H]2N[C@]3(CCCN(Cc4ccc(Br)cc4)C3=O)[C@H]3C(=O)N(Cc4ccccc4)C(=O)[C@@H]23)cc1	-6	-4	nt	18	2	0.0	11	2.8	-2	nt	-19
Cc1ccc(NC(=O)CSc2nnc(-c3ccco3)n2N)cc1F	6	8	-9	-11	12	0.0	-1	0.6	-2	0	9
CN(Cc1ccccc1F)c1cc2c(c3c1ccn3C)C1CCC2C1 (stereo not given)	-5	-14	nt	1	-4	-0.6	-3	0.7	-6	nt	-14
CCC(=O)N1CCCC1(C)C(=O)Nc1ccc2scnc2c1 (stereo not given)	15	-8	nt	-19	4	-0.1	6	-2.6	-19	nt	9
CC1CCCC(NC(=O)COC(=O)Cc2cn3ccsc3n2)C1C (stereo not given)	6	-12	nt	4	-6	-0.3	-3	-1.4	15	-3	-8
CC1CCc2[nH]c3ccc(C(=O)NCC4CCCO4)cc3c2C1 (stereo not given)	-4	-29	nt	-216	-14	-0.1	-79	0.8	-175	-57	-23
O=C(c1nn(Cc2ccccc2)c(=O)c2ccccc12)N1CCN(c2ccccn2)CC1	-16	9	2	33	8	-0.4	11	3.5	15	4	7
COc1ccc(C(=O)Nc2nc(C)c(C(C)=O)s2)cc1S(=O)(=O)N1CCOCC1	-29	22	3	-4	17	-0.1	-4	0.0	-2	4	-4
Cn1c(NCCOc2ccccc2Cl)nc2cc(-c3ccc(F)cc3)sc2c1=O	-14	-13	nt	8	-9	0.3	15	2.6	-32	nt	-2
COc1ccc(C2(CCN=Cc3ccc(N(C)C)cc3)CCOC(C)(C)C2)cc1 (stereo not given)	7	1	3	-11	0	-0.1	-2	-0.8	7	-8	-18
COc1ccc(C2C(C(C)=O)=C(O)C(=O)N2CCCn2ccnc2)cc1 (stereo not given)	-29	24	0	9	-7	-0.1	4	-1.5	14	-8	1
O=C(Cc1cccs1)Nc1nc(-c2ccc(F)cc2F)cs1	-15	25	-1	-66	7	0.1	-4	-2.0	-264	8	-19
Cc1cccc(-n2ncc3c2CCCC3NC(=O)CCN2Cc3ccccc3C2=O)c1C (stereo not given)	9	-1	1	3	-4	0.0	6	0.0	8	8	17
CCCCOc1ccc(S(=O)(=O)N2CCN(c3ccc(N4CCN(CC)CC4)nn3)CC2)cc1	8	-5	1	40	-13	2.4	-4	-0.5	1	12	21
COc1ccc(S(=O)(=O)NCC2CCCN(Cc3cccnc3)C2)cc1 (stereo not given)	-9	15	1	9	4	-0.3	3	1.1	3	3	1
CCc1ccc(NCc2nc3ccccc3c(=O)[nH]2)cc1	-102	30	0	-200	5	-0.2	-21	0.0	-212	-18	-20
N#Cc1nc(-c2ccccc2F)oc1NCc1ccccc1	-12	-21	1	-14	-2	-0.3	-12	1.0	-113	-14	-1

2 of the compounds above, bar-delimited.
canonical_smiles | NR2E3 ag-1 | TWEAK Fn14 block | NR2E3 ag-2 | Peg3 prom inh | KKLEB cytotox | aDG glyco act | Shn3 3UTR inh | hiPSC survival | HIF-2a inh | MITF TRPM1 inh | CF NFkB block
CC1CCCC(NC(=O)COC(=O)Cc2cn3ccsc3n2)C1C (stereo not given) | 6 | -12 | nt | 4 | -6 | -0.3 | -3 | -1.4 | 15 | -3 | -8
CC1CCc2[nH]c3ccc(C(=O)NCC4CCCO4)cc3c2C1 (stereo not given) | -4 | -29 | nt | -216 | -14 | -0.1 | -79 | 0.8 | -175 | -57 | -23

(listing goes on)
SMILES	NR2E3 ag-1	TWEAK Fn14 block	NR2E3 ag-2	Peg3 prom inh	KKLEB cytotox	aDG glyco act	Shn3 3UTR inh	hiPSC survival	HIF-2a inh	MITF TRPM1 inh	CF NFkB block
CCCN(CC(=O)Nc1ccccc1C)C(=O)C1CC(=O)N(c2ccccc2OCC)C1 (stereo not given)	11	17	nt	-10	3	0.1	-6	-0.5	16	7	-6
CCOC(=O)c1c(NC(=O)CN(CC)CC)sc2c1CCN(C(=O)OCC)C2	-21	24	1	32	-17	0.2	64	4.1	-21	15	8
COc1c(C)cc(C(=O)C2CCCN(C(=O)c3cccc(F)c3)C2)cc1C (stereo not given)	-22	-10	1	11	1	0.0	5	-0.5	14	-2	-14
CCc1nnc(NC(=O)CCC(=O)N2CCN(Cc3ccc(Cl)cc3)CC2)s1	9	1	2	5	0	0.8	-9	3.1	8	2	1
O=[N+]([O-])c1cccc(-n2nnnc2CNCc2ccccc2)c1	10	8	1	-5	-3	-0.2	5	-0.6	-14	0	13
N#C/C(=N/O)c1nc(-c2ccc(F)cc2)cs1	-1	12	-1	7	9	-0.1	-7	1.7	0	-4	5
COC(=O)c1cccc(N(C(=O)c2cnccn2)C(C(=O)NC2CCCCC2)c2cn(C)nc2C)c1 (stereo not given)	10	25	4	4	6	0.1	8	-2.3	15	5	-2
Cc1cc(NC(=O)c2noc3c2CCCCC3)no1	-53	17	4	-125	10	-0.2	-18	-0.4	-198	-107	-2
CCOC(=O)C(NS(=O)(=O)c1ccc(Br)cc1)C(C)C (stereo not given)	-18	-4	0	16	-1	-0.1	24	-0.4	-12	-10	-12
COc1ccc(CCNC(=O)C2CC(c3cc(C(F)(F)F)cc(C(F)(F)F)c3)=NO2)cc1 (stereo not given)	11	-11	-1	4	-9	0.0	-15	-2.3	6	8	23
CCN(C(=O)COC(=O)c1cc(Cl)ccc1OC)c1c(N)n(Cc2ccccc2)c(=O)[nH]c1=O	-18	-9	1	15	-2	-0.1	-6	4.3	6	-18	-26
Cc1ccccc1Oc1nc(-c2ccccn2)nc2ccccc12	66	-29	-2	10	0	2.1*	55	-0.5	-38	-50	1
O=[N+]([O-])c1cccnc1S(=O)(=O)c1ccccc1	-35	95*	3	82*	-68*	-0.4	98*	-0.6	55*	23	82*
FC(F)(F)c1ccc(N2CCN(c3ncnc4c3nnn4Cc3ccccc3Cl)CC2)cc1	10	25	1	21	2	-0.3	72	2.0	8	24	13
O=C(CCc1nnc(COc2ccccc2)o1)NCc1ccc(Cl)s1	15	-20	4	0	-8	-0.2	1	0.7	-9	9	11
COc1ccc(CCNC(=O)COC(=O)/C=C/c2cc(OC)ccc2OC)cc1	-9	-9	nt	-13	-20	0.0	-6	-0.4	10	2	15
CC(C)Cc1nnc(NC(=O)CCC(=O)N2CCN(S(=O)(=O)c3ccccc3)CC2)s1	-12	13	-2	14	10	0.0	-8	0.9	10	8	-4
NC(=O)c1cccn1Cc1cccc(Cl)c1	-6	15	4	1	-1	0.0	-10	1.0	6	3	6
CCc1ccc(N(C(=O)c2ccoc2C)C(C(=O)NC2CCCC2)c2ccc(OC)cc2)cc1 (stereo not given)	-17	2	0	17	-8	0.6	26	0.2	1	3	22
O=C(N/N=C/c1ccccc1OC(=O)c1ccc2c(c1)OCO2)c1cccc(F)c1	-21	-24	1	-62	-4	0.0	-33	0.1	-116	-5	-25
CCN1N=C(c2cc(Cl)sc2Cl)CSC1=O	-5	8	-5	4	-4	-0.3	-7	-3.2	7	-1	4
CCOc1ccc(C(=O)NC(C(=O)NCc2ccccc2OC)C(C)C)cc1 (stereo not given)	-8	-3	1	6	6	0.2	-2	-0.5	12	0	-12
C[C@H](CO)N1C[C@H](C)[C@@H](CN(C)S(C)(=O)=O)OCc2cnnn2CCCC1=O	-32	-20	nt	-12	-9	-0.2	5	2.3	-1	nt	9
CCOc1ccc(/C=C2\NC(=S)NC2=O)cc1	24	-7	-4	-23	-2	0.2	24	-0.7	-6	4	6
COc1ccc(S(=O)(=O)Nc2cccc3c2O[C@H](CN(C)Cc2ccncc2)[C@@H](C)CN([C@H](C)CO)C3=O)cc1	-18	4	nt	-4	12	0.3	-14	-1.1	12	11	-16
N=C1/C(=C/c2cccn2Cc2ccc(Cl)cc2)C(=O)N=C2SC=CN12	8	-18	1	24	-50*	0.3	6	0.8	-6	-4	34
CCC[N+](C)(C)C(C)C(OC(C)=O)c1ccccc1 (stereo not given)	-3	3	-1	3	-10	0.0	nt	-0.3	11	7	3
C=CCNC(=O)c1ccc(C2SCC(=O)N2Cc2ccccc2)cc1 (stereo not given)	-29	-10	1	12	16	0.0	-8	-2.4	17	-4	-25
O=C(C[C@H]1C[C@H](C(=O)N2CCOCC2)[C@@]2(CCC3CCCC3)c3[nH]c4cc(-c5ccco5)ccc4c3CCN2C1=O)NCCc1ccccn1	-31	3	nt	18	-8	0.5	32	-1.0	-6	14	18
COc1cc2c(cc1OC)C(c1ccc([N+](=O)[O-])cc1)NCC2 (stereo not given)	1	-5	2	7	-6	-0.1	12	0.8	19	-4	-5
CC(C)CC(c1nc2ccccc2[nH]1)n1c(-c2ccccc2Br)nc2ccccc21 (stereo not given)	-3	6	nt	18	7	0.0	4	-2.6	6	nt	-25
CCOC(=O)C1(C)CCCCN1C(=O)c1ccc(F)c(C)c1 (stereo not given)	-57	-3	nt	-2	16	0.3	-1	0.2	-8	nt	-5
O=C(CSc1nc(-c2ccc(F)cc2)cc(C(F)(F)F)n1)NCCN1CCOCC1	-16	-4	1	16	3	0.0	14	-2.9	18	4	2
O=C(Nc1ccc(Cl)cn1)Nc1cccs1	-43	20	0	-190	2	0.1	-32	-2.3	-181	-57	-1
CC[C@@H]1C=C(C(=O)O)[C@H](c2cccc(C)c2)N1S(=O)(=O)c1ccc(C)cc1	-50	4	nt	7	-6	0.0	-6	-1.3	9	8	11
CCc1nnc(N/N=C/c2ccc(O)c(OC)c2)n1N	-49	-16	3	11	7	0.1	7	-0.6	12	-13	12
COc1ccc(CCNC(=O)C(NS(=O)(=O)c2cccc3nsnc23)C(C)C)cc1OC (stereo not given)	0	-3	-3	-8	5	0.0	5	0.7	15	-1	12
COc1ccc(C(C(=O)NC2CCCCC2)N(Cc2ccco2)C(=O)CNC(=O)c2ccco2)cc1 (stereo not given)	-20	5	6	-2	0	0.6	2	-0.4	16	-1	13
COC(=O)c1nn(-c2ccccc2)c(Sc2ccc(Br)cc2)c1/C=N/O	20	8	0	5	-20	0.0	15	-6.9	14	-4	-5
O=C1COc2ccc(C(=O)c3ccccc3C(=O)NCc3ccccc3)cc2N1	-10	3	-1	31	5	-0.1	7	-1.9	29	2	1

No enrichment for hits; 4.4% or so of the library scored in one or more.
